Screens from PubChem.
14-3-3 PPI: modulators of 14-3-3 gamma protein binding, primary screen, biochemical, fluorescence polarization; FP, 14-3-3gamma / TMR-pS259-Raf peptide binding; inhibition, % at 40 µM; 160,000 tested, 0.19% active; in the data active = inhibition above about 30%;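 note: 0% = protein plus tracer without compound and 100% = blank with tracer alone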
Target sequence (P61981 whole entry, looked up): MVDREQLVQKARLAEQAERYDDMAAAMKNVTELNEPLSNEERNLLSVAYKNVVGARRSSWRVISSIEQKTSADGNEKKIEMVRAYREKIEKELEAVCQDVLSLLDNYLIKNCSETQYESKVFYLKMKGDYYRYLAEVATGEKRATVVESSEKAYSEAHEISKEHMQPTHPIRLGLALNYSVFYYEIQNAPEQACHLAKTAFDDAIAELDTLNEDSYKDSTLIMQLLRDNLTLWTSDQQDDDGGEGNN
* hit, by the source's call; & = joins results of further samples. A portion of the library (hit frequency here may not be typical).

mol,14-3-3 PPI
Cn1c(CCC(=O)Nc2ccc(N3CCOCC3)cc2)nc(=O)c2ccccc21,-8
COc1cc(NC2c3ccccc3C(=O)N2c2ccc(C)cn2)cc(OC)c1OC (stereo not drawn),0
O=C(Cc1ccccc1)N1N=C(c2cccc(Br)c2)CC1(O)C(F)(F)F (stereo not drawn),-9
CCOC(=O)C1=CC2(SC=C(C(=O)OCC)S2)C2=C(S1)C(C)(C)N(C(C)=O)c1ccc(OCC)cc12 (stereo not drawn),-9
Cc1ccc(-n2ncc3c(NCc4cccc(Cl)c4)ncnc32)c(C)c1,0
CCOC(=O)c1c(NS(=O)(=O)c2cccc(OC)c2)sc2c1CCC2,-12
CC(C)CN(CC(C)C)C(=O)CN(C)S(=O)(=O)c1cccc2nsnc12,2
Cn1cc(S(=O)(=O)Nc2ccc(F)cc2F)c(=O)n(C)c1=O,3
CCCOc1ccc(-c2[nH]ncc2Oc2ccccc2)c(O)c1,-1
CCOC(=O)N1CCC(NC(=O)c2cc(C)c3c(C)nn(-c4ccccc4)c3n2)CC1,-8
COc1ccccc1-c1c(C(F)(F)F)oc2c(CN(C)C)c(O)ccc2c1=O,1
Cc1ccc(Nc2nnc(-c3ccc(C(=O)N(C)C)cc3)c3ccccc23)cc1,-5
CC(C)NCC(O)COc1c(F)cc(Br)cc1F (stereo not drawn),3
CCc1ccc(-n2c(=O)c3c(C)c(C(=O)N(C)C)sc3n(CC(=O)NC3CCCC3)c2=O)cc1,0
O=C(NC12CC3CC(CC(C3)C1)C2)C1=COCCO1,-9
O=C1c2ccccc2C(NCCc2ccccc2)N1CCc1ccccc1 (stereo not drawn),-4
CC(=O)C1(O)C(C)CC2C3CCC4CC(O)CCC4(C)C3=CCC21C (stereo not drawn),1
O=C(Nc1cccc(OC(=O)c2ccc(Cl)cc2)c1)c1ccc([N+](=O)[O-])cc1,-9
N#Cc1cc(O)c([N+](=O)[O-])cc1C#N,-8
COc1ccc(C2CC(=O)C3=C(C2)NC(C)=C(C(=O)OC2CCCC2)C3c2ccccc2OC(C)C)cc1OC (stereo not drawn),-6
CSc1nc2ccsc2c(=O)n1Cc1ccc2c(c1)OCO2,-1
CC1=C(C(=O)Nc2cccc(C(F)(F)F)c2)C(c2cccs2)C2=C(CC(C)(C)CC2=O)N1 (stereo not drawn),-29
Cc1cc2cc(CCNC(=O)C34CC5CC(CC(C5)C3)C4)c(=O)[nH]c2cc1C,-7
CCOC(=O)c1cn(-c2ccccc2)nc1-c1cccnc1,-1
CCSc1nc2c(cnn2-c2ccc(C)c(C)c2)c(=O)[nH]1,-1&1
COc1ccc(CN2CCN(S(=O)(=O)c3ccc([N+](=O)[O-])cc3)CC2)c(OC)c1OC,-5
CCCc1cc(=O)[nH]c(SCC(=O)OCc2ccccc2)n1,-5
CC1=CC(C)(C)Nc2ccc(OC(=O)CCN3C(=O)c4ccccc4C3=O)cc21,-5
COC(=O)c1cc(-c2c(C)oc3cc(OC)ccc3c2=O)c(C)o1,-4
O=C(O)C1C2C=CC(C2)C1C(=O)NC1CCN(Cc2ccccc2)CC1 (stereo not drawn),-4
O=C(Cn1cc2c(n1)CCCC2)NCCCN1CCCC1,-10
CSc1cccc(NC(=O)CN(C)S(=O)(=O)c2ccc(F)cc2)c1,-6
CC(C(=O)N1CCCc2c1c(=O)oc1ccc(OCc3ccccc3)cc21)N1CCCCCC1 (stereo not drawn),0
Cc1c(C(=O)O)oc2ccc(S(=O)(=O)NC(C)c3ccccc3)cc12 (stereo not drawn),-3
Cc1ccnc(SCCn2c(N3CCC(C)CC3)nc3c2c(=O)[nH]c(=O)n3C)n1,2
CNc1ccc([N+](=O)[O-])cc1-n1cc2c(c1-c1ccccc1)c(=O)n(C)c(=O)n2C,-16
O=C(Nc1ccc(I)cc1)c1sc2ccccc2c1Cl,-23
COc1ccc(CN2CCN(C(=O)c3cccs3)CC2)cc1Br,-4
Cc1cc2ccccc2n1CCNS(=O)(=O)c1ccccc1,-10
CC(CN1CCCC(C(N)=O)C1)c1ccccc1 (stereo not drawn),-5
CCc1nnc(NC(=O)CSc2cccc3cccnc23)s1,5
Cc1ccc(NC(=O)c2cc3ccccc3o2)c([N+](=O)[O-])c1,5
O=C(O)c1cccc(CSc2nnc(Cc3ccccc3)o2)c1,12
CCC(C)NC(=O)C1CCN(S(=O)(=O)N2CCCCCC2)CC1 (stereo not drawn),3
c1ccc(/N=C2\N=C(Nc3ccccn3)c3ccccc32)nc1,-2
CC(C(=O)N1CCOCC1)N(c1ccccc1)S(C)(=O)=O (stereo not drawn),-7
CC(=O)N1CCN=C1SCc1ccc(F)cc1,4
COc1ccc(N(CC(=O)NCc2cccs2)S(=O)(=O)c2c(C)n[nH]c2C)cc1,-7
COc1ccccc1NC1SC(=O)N(c2ccccc2)C1=O (stereo not drawn),8
CCN1C(=O)c2ccccc2Sc2ccc(C(=O)NCCCN3CCOCC3)cc21,4

Entries above that contain two or more sulfur atoms:
mol,14-3-3 PPI
CCOC(=O)C1=CC2(SC=C(C(=O)OCC)S2)C2=C(S1)C(C)(C)N(C(C)=O)c1ccc(OCC)cc12 (stereo not drawn),-9
CCOC(=O)c1c(NS(=O)(=O)c2cccc(OC)c2)sc2c1CCC2,-12
CC(C)CN(CC(C)C)C(=O)CN(C)S(=O)(=O)c1cccc2nsnc12,2
CSc1nc2ccsc2c(=O)n1Cc1ccc2c(c1)OCO2,-1
CSc1cccc(NC(=O)CN(C)S(=O)(=O)c2ccc(F)cc2)c1,-6
CCc1nnc(NC(=O)CSc2cccc3cccnc23)s1,5
COc1ccc(N(CC(=O)NCc2cccs2)S(=O)(=O)c2c(C)n[nH]c2C)cc1,-7

Other records follow:
mol,14-3-3 PPI
CC1CC(C)CN(S(=O)(=O)c2ccc(F)c(C(=O)Nc3ccc(Cl)cc3C(F)(F)F)c2)C1 (stereo not drawn),10
O=C(Nc1ccc(C(F)(F)F)cc1)c1cc(S(=O)(=O)N2CCN(c3ccccc3F)CC2)ccc1F,-3
COc1ccc(OC)c(NC(=O)c2ccccc2OC)c1,-18
COC(=O)c1c(NC(=O)c2ccc(S(=O)(=O)N(C)C3CCCCC3)cc2)sc2c1CCN(C)C2,-211
CC(C)NC(=O)C1CCN(c2nc3ccccc3[nH]2)CC1,8
CC1CC(C)CN(CCCNC(=O)CN2N=C(c3ccccc3)CCC2=O)C1 (stereo not drawn),-3
CCc1ccc(OCC(=O)Nc2cc(-c3nc4cc(C)ccc4o3)ccc2Cl)cc1,-266
CCOC(=O)N1CCN(C(=O)COc2ccc(S(=O)(=O)NC3CCCCC3)cc2C)CC1,3
COC(=O)c1c(C)[nH]c(C)c1-c1ccc(OC)cc1,0
CCC(=O)N1CCc2cc(S(=O)(=O)N(C)c3ccc(OC)cc3)ccc21,-1
COc1ccc(C2C(C(=O)NCc3cccnc3)c3cc(OC)c(OC)cc3C(=O)N2C)cc1 (stereo not drawn),5
CCN(CC)C(=O)Cn1cnc2sc(C(=O)NCc3ccc(F)cc3)c(C)c2c1=O,-25
O=[N+]([O-])c1ccccc1S(=O)(=O)N1CCN(C2Cc3ccccc3C2)CC1,-7
COC(=O)c1ccc(NC(=O)COc2c(C)ccc(C)c2C)cc1,-8
O=S(=O)(Nc1ccc2c(c1)OCO2)c1ccc(Cl)cc1,-19
Cc1cc(C)nc(SCc2nnc(SCC(=O)Nc3ccc(C)c(C)c3)o2)n1,-1
COC(=O)c1ccc(CSc2nc(C)cc(C)n2)cc1,-6
COC(=O)c1sc2nc(CN3CCOCC3)nc(N3CCOCC3)c2c1C,-19
Cc1cccc(C)c1N1C(=O)C2C3C=CC(CO)(O3)C2C1=O (stereo not drawn),-1
CCOC(=O)c1cccc(NC(=O)c2ccco2)c1,-12
CCOc1cc2c(cc1OCC)C1C(C(=O)N3CCN(C4CCCCC4)CC3)c3ccccc3C(=O)N1CC2 (stereo not drawn),9
CCOC(=O)CSC1=C(C#N)C(=O)NC(c2ccc(OC)c(OC)c2)S1 (stereo not drawn),15
Cc1cc(N2CCN(C)CC2)nc2ccc(NC(=O)C3CCC(C(C)(C)C)CC3)cc12 (stereo not drawn),-16
COc1ccccc1NC(=O)CN1CCN(CC(=O)Nc2ccc(Cl)c(C(F)(F)F)c2)CC1,-5&-16
C1CCN=C(Nc2nn[nH]n2)CC1,1

Reprinted at random: 7 compounds from above
mol,14-3-3 PPI
CCOC(=O)c1cccc(NC(=O)c2ccco2)c1,-12
COC(=O)c1ccc(NC(=O)COc2c(C)ccc(C)c2C)cc1,-8
COc1ccccc1NC(=O)CN1CCN(CC(=O)Nc2ccc(Cl)c(C(F)(F)F)c2)CC1,-5&-16
CCOC(=O)CSC1=C(C#N)C(=O)NC(c2ccc(OC)c(OC)c2)S1 (stereo not drawn),15
CCOC(=O)N1CCN(C(=O)COc2ccc(S(=O)(=O)NC3CCCCC3)cc2C)CC1,3
COc1ccc(OC)c(NC(=O)c2ccccc2OC)c1,-18
O=[N+]([O-])c1ccccc1S(=O)(=O)N1CCN(C2Cc3ccccc3C2)CC1,-7

Other entries
mol,14-3-3 PPI
COc1ccc2c(c1)N1CCN=C1N2C,-4
Cc1nn2c(-c3ccncc3)nnc2c2ccccc12,6
Cc1ccc2c(C)nc(SCc3ccc(Cl)cc3)nc2c1,-2
O=C(O)CCCNC(=O)OCc1ccccc1,-12
COc1cc(NC(=O)c2c(C)cc3ccccn23)cc(OC)c1OC,-7
CCOC(=O)c1c(C)oc2ccc(NS(=O)(=O)c3ccc(C)c([N+](=O)[O-])c3)cc12,3
CCN(CCNC(=O)Nc1ccc(Cl)cc1)c1ccccc1,3&-4
O=C(Cn1cnc2ccccc2c1=O)Nc1ccc(-c2nnc3n2CCCCC3)cc1,0
CC(=O)c1ccc(N2CCN(C(=O)CN3C(=O)C4C5C=CC(C5)C4C3=O)CC2)cc1 (stereo not drawn),-5
COc1cc([N+](=O)[O-])ccc1-c1ccc(C=Nc2c(-c3ccco3)nc3ccccn23)o1,-53
COc1ccccc1N1C(=O)C2C(C1=O)C1C=CC2C12CC2 (stereo not drawn),3
CCCCCSc1nc(N2CCOCC2)c2c(c1C#N)CCCC2,3
CCOc1ccccc1CN1C(=O)CCC1(C)C(=O)NC1CCC(C)CC1 (stereo not drawn),-3
Cc1nn(-c2ccccc2)c2nc3ccc(Cl)cc3cc12,1
Cc1ccc(-c2noc(-c3ccccc3C(=O)NCC3CCCO3)n2)cc1 (stereo not drawn),-8
CC(C)(C)OC(=O)N[C@@H](Cc1ccccc1)c1nnc(S(=O)(=O)Cc2ccccc2)o1,-5
Cc1c(Br)c(C(F)(F)F)nn1CC(=O)Nc1cc(Oc2ccc(F)cc2)cc(Oc2cccnc2)c1,-16
COc1cccc(C(=O)Nc2cccc(-c3nc4ncccc4o3)c2)c1,-14
CSc1nnc(SC)nn1,-7
COC(=O)c1cc(-c2ccc(OC)c(OC)c2)on1,-4
CC1Cc2nc(SCC(=O)Nc3ccc4c(c3)OCO4)n(Cc3ccccc3)c(=O)c2S1 (stereo not drawn),-13&-27
CCCOC(=O)C1=C(C)NC2=C(C(=O)C(C(=O)OC)C(C)C2)C1c1cccc(F)c1 (stereo not drawn),-17
Cc1onc(-c2ccccc2Cl)c1C(=O)N1CCN=C1SCc1ccccc1,1
COc1ccc(C2CC(c3cc(OC)c(OC)c(OC)c3)n3nnnc3N2)cc1 (stereo not drawn),-4
Cc1nn(CC(O)Cn2c3ccc(Cl)cc3c3cc(Cl)ccc32)c(C)c1Br (stereo not drawn),-4
Cc1cc(C)c(C(=O)C2OC(=O)C(C)(C)C(=O)C2(C)C)c(C)c1 (stereo not drawn),-4
CCOC(=O)C1CCN(Cc2ccc(OC)c(C)c2OC)CC1,-3
Cc1cc2nncn2c(Cc2ccccc2)n1,-6
CCN(CC)S(=O)(=O)c1ccc(C(=O)N=c2sc3cc(C(=O)OC)ccc3n2CC)cc1,6
CCn1c(=O)cc(OCC(=O)NCc2ccc(C)o2)c2ccccc21,-5
O=C(O)CCNC(=O)Cn1cnc2sc3c(c2c1=O)CCCC3,-5
Cc1nc(N2CCC(C)CC2)c2c(C)c(C(=O)N3CCCCC3C)sc2n1 (stereo not drawn),1
CN(C(=O)CCCn1c2ccccc2c(=O)c2ccccc21)C1CCCCC1,12
Cc1ccc2oc(C(F)(F)F)cc(=O)c2c1,-9
Cn1c(=O)c2c(nc(N3CCOCC3)n2CCSc2nc3ccccc3s2)n(C)c1=O,-2
Cc1ccc(S(=O)(=O)NC(=O)Nc2cccc(Cl)c2C)cc1,-5
CCN(CC)CCCNc1ncnc2sc3c(c12)CCC(C)C3 (stereo not drawn),-9
Cc1cccc(-n2nc3c(c2NC(=O)C2CC2)CSC3)c1C,-2
COC(=O)c1ccc(C2/C(=C(\O)c3ccc(C)cc3)C(=O)C(=O)N2CC(C)O)cc1 (stereo not drawn),14
O=C(CN1C(=O)c2cccc3cccc1c23)N1CCN(c2cccc(Cl)c2)CC1,-4
CC(C)CCNC(=O)C1CCN(S(=O)(=O)N2CCCCC2)CC1,-3
Cn1c(Cn2c(=O)sc3ccccc32)nnc1SCC(=O)NCC1CCCO1 (stereo not drawn),3
Cc1sc2ncn(CC(=O)Nc3ccccc3F)c(=O)c2c1S(=O)(=O)N1CC(C)CC(C)C1 (stereo not drawn),-3
Clc1ccc2oc(-c3cccnc3)nc2c1,-16
